From PubChem
Rat MKP-3 inhibitors – MKP-3 phosphatase inhibitors, primary screen, biochemical, rat enzyme, in vitro (AID 425); inhibition, % at 20 µM, or IC50 in µM where a hit was titrated; 110,000 tested, 0.17% active; recombinant MKP-3 phosphatase activity, fluorescence; higher % means a stronger effect; Dual specificity protein phosphatase 6 (Rattus norvegicus); in the data active = inhibition above about 50%;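 note: plate controls were vehicle for no effect and reference inhibitor for full effect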
Hsp70 displacement – Hsp70 inhibitors, probe displacement, primary screen, biochemical, fluorescence polarization (AID 583); Heat shock 70 kDa protein 1A (Homo sapiens); Hsp70 fluorescence polarization probe displacement, mP; higher % means a stronger effect; displacement, % at 20 µM; hits with a dose series show IC50 in µM; 140,000 tested, 0.06% active; in the data active = displacement above about 50%;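 note: plate controls were vehicle for no effect and reference ligand for full effect; a part of the inactive calls stands beside numbers as strong as those of hits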
An asterisk follows results filed as active; . = no result given; & = joins results of further samples.

mol | Hsp70 displacement | Rat MKP-3 inhibitors
O=C(CN(Cc1ccccc1)S(=O)(=O)c1ccc(Br)cc1)NCc1ccco1 | -3.0% | .
CCN(CC)S(=O)(=O)c1cccc(C(=O)NC(C(=O)Nc2nnc(C3CC3)s2)C(C)C)c1 (stereo not given) | -0.3% | -4.0%
C(=Nn1cnnc1)c1ccc2c(c1)OCO2 | 1.7% | -3.1%
O=C(Cn1cnc2c(nnn2-c2ccc(F)cc2)c1=O)N1CCCC1 | -4.8% | -1.8%
Cc1ccc(C(=O)Nc2ccc(Br)cc2)cc1S(=O)(=O)Nc1ccc(Cl)cn1 | -1.0% | 3.1%
CCOC(=O)N1CCN(C2=NC3(CCCCC3)C(C#N)C(=O)N2)CC1 (stereo not given) | -1.1% | -8.5%
Cc1ccc(-n2nnnc2SCC(=O)NCCC2=CCCCC2)c(C)c1 | 3.9% | 7.4%
COc1ccc(NC(=O)c2cccc(F)c2)cc1 | 0.2% | 0.0%
Cn1c(SCC(=O)NC2CCCC2)nc2cccnc21 | -0.1% | -7.8%
CN1C(=O)C(=Cc2ccc(-c3cc(Cl)ccc3Cl)o2)C(=O)N(C)C1=O | -1.1% | -1.2%
Cc1ccccc1OCC(=O)NC(=S)Nc1ccc2c3c(cccc13)CC2 | -0.7% | .
O=c1c(-c2ccc3c(c2)OCCO3)coc2c(CN3CCOCC3)c(O)ccc12 | 1.3% | -9.6%
Cc1ccc(Nc2nc3nonc3nc2N)c(C)c1 | 20.0% | -1.3%
CCCCC(=O)c1c(O)c2ccccc2oc1=O | 1.5% | 5.4%
O=C(O)c1ccc(NCc2ccc3c(c2)OCO3)cc1 | -1.6% | -8.7%
Nc1ccc2[nH]ncc2c1 | 0.6% | -2.5%
CCn1ncc(C2=NOC(C(=O)NCc3ccccc3)C2)c1C (stereo not given) | 3.8% | -0.8%
COc1ccc(CN2CCN(Cc3cccc([N+](=O)[O-])c3)CC2)cc1Br | 4.2% | -2.1%
O=C(O)c1cccc(-c2nnn(Cc3ccccc3Cl)n2)c1 | -6.1% | .
CNC(=S)NC12CC3CC(CC(C3)C1)C2 | -5.1% | -2.2%
O=C(c1nn2c(c1Br)NC(c1cccs1)CC2C(F)(F)F)N(Cc1ccccc1)Cc1ccccc1 (stereo not given) | -3.3% | 3.2%
Cc1ccccc1C(=O)NC1CCN(Cc2nnnn2C2CCCC2)CC1 | -4.0% | .
CCN(C(=O)c1ccccc1F)c1ccccc1 | 4.4% | -2.1%
COc1cccc(-c2nn(C)c3sc(C(=O)NCc4ccco4)cc23)c1 | 1.8% | 6.7%
O=C(NCCc1ccccc1)C1CCCN1C(=O)Nc1ccc(F)cc1 (stereo not given) | 2.8% | -0.4%
C=CCc1ccccc1OCCOc1ccc(/C=N/n2cnnc2)cc1OC | 7.5% | 3.9%
CCCCNC(=O)c1c(C)cc(=O)oc1C | 5.1% | -5.7%
CC(C)(C)OC(=O)N[C@@H](Cc1ccccc1)c1nnc(SCC(=O)c2ccc(Cl)cc2)o1 | 0.3% | .
CCOc1ccc(C(=O)N2CCN(C(=O)c3ccco3)CC2)cc1OCC | 3.7% | 2.0%
O=C1CCCc2c1[nH]c1ccc(Br)cc21 | 6.5%&-1.7% | -16.5%&-2.4%
COc1ccc(N(CC(=O)Nc2cc(OC)ccc2OC)S(=O)(=O)c2ccc(OC)c(OC)c2)cc1 | 1.0% | 6.0%
O=C(CCSCc1ccc([N+](=O)[O-])cc1)OCC(=O)c1ccccc1 | 4.6% | 0.2%
COCCOCC(O)CN1CCN(c2ccccc2)CC1 (stereo not given) | 4.1% | -12.0%
COc1ccc(-c2ccc(-c3noc(-c4ccccc4C)n3)c(OC)n2)cc1 | -19.1% | -9.6%
Brc1ccc(/C=N/c2nc3c(s2)CCCC3)cc1 | -0.2% | 0.0%
Cc1ccc(OCC(=O)Nc2cc(Cl)cc(Cl)c2)cc1 | -2.2% | -1.0%
O=C(Nc1ccc(N2CCOCC2)cc1)Nc1ccc2nc(-c3ccco3)c(-c3ccco3)nc2c1 | 1.1% | -2.3%
CCCOc1ccc(C(=O)Nc2c(C)cc(Br)cc2C)cc1 | 2.1% | 2.5%
CCn1nccc1C(=O)NC1=C(C#N)CCC1 | -1.7% | -3.4%
Cc1c(CN(C)C(=O)CSc2nc(-c3ccco3)cc(C(F)(F)F)n2)cnn1C | -0.5% | -4.9%
COc1ccccc1OCCn1cc(C#N)c2ccccc21 | -8.8% | .
CC(NC(=O)Nc1nnc(C(F)(F)F)s1)(C(F)(F)F)C(F)(F)F | -3.1% | -6.6%
O=C(CSc1nnc(-c2ccncc2)n1Cc1ccccc1)NCCc1ccccc1 | -2.7% | .
Cc1cc(C)cc(N2C(=O)NC(=O)/C(=C\c3c(F)cccc3Cl)C2=O)c1 | -3.9% | 3.7%
CCCOc1ccc(/C=C/C(=O)Nc2ccc(S(=O)(=O)Nc3ncccn3)cc2)cc1OC | 9.7% | -0.3%
CC(=O)NCCn1c(SCC(=O)c2ccc(Cl)cc2)nc2ccccc2c1=O | 4.3% | .
O=C1NCCN1C(=O)c1cccc(Cl)c1 | -7.6% | -4.4%
Clc1ccccc1CN1CCN(N=Cc2cccs2)CC1 | -2.5% | 1.0%
CC1=C(C(=O)OCC(Cl)(Cl)Cl)C(c2ccccc2F)NC(=O)N1 (stereo not given) | -3.9% | -0.3%
COc1ccc(NC(=O)c2cccs2)cc1 | 5.7% | .
O=C(Nc1ccc(-c2nc3ccccc3s2)c(O)c1)c1ccncc1 | -2.1% | 5.0%
CCN(CC)c1ccc(C2NC(=O)NC(C)=C2C(=O)OCCOc2ccccc2)cc1 (stereo not given) | -3.9% | 0.4%
CCn1c(CC(C)C)n[nH]c1=S | 1.7% | -4.4%
NS(=O)(=O)c1ccc(NC(=O)CCN2C(=O)S/C(=C\c3ccc(Cl)cc3)C2=O)cc1 | 0.9% | 2.1%
Cc1cccc(/C(N)=N/OC(=O)c2ccc(I)cc2)c1 | 0.2% | -1.7%
O=C(/C=C/c1ccc(OCc2ccccc2)cc1)c1ccc(Cl)cc1 | -4.2% | 2.2%
CC1CC(N(C(=O)c2ccco2)c2ccccc2)c2ccccc2N1 (stereo not given) | 1.9%&2.8% | -7.2%&-0.8%
COCC(C)n1c(COc2ccccc2F)nnc1SCc1c(C)noc1C (stereo not given) | 6.9% | -10.8%
CCc1ccc(N2N=C(C)/C(=C\c3cc(Br)c(O)c(OC)c3)C2=O)cc1 | 6.4% | 1.0%
CCOc1ccc(OCCCCN2CCCC2)cc1 | -3.9% | .

Record cards, as listed above.
O=C(CSc1nnc(-c2ccncc2)n1Cc1ccccc1)NCCc1ccccc1 as listed: Hsp70 displacement = -2.7%; Rat MKP-3 inhibitors = .
COc1ccc(NC(=O)c2cccs2)cc1 as listed: Hsp70 displacement = 5.7%; Rat MKP-3 inhibitors = .

Grouped by structure, the entries above containing a COOH group (two)
mol | Hsp70 displacement | Rat MKP-3 inhibitors
O=C(O)c1ccc(NCc2ccc3c(c2)OCO3)cc1 | -1.6% | -8.7%
O=C(O)c1cccc(-c2nnn(Cc3ccccc3Cl)n2)c1 | -6.1% | .

Continued:
mol | Hsp70 displacement | Rat MKP-3 inhibitors
COCc1ccccc1P(=O)(c1ccccc1)c1ccccc1 | 2.0% | -2.0%
C=CCn1c(COc2ccccc2)nnc1SCC(=O)Nc1ccc2c(c1)OCCO2 | 0.1% | -4.4%
CC1CCN(C(=O)CSCc2cccc(Br)c2)CC1 | 2.4% | 0.1%
NC(=O)c1ccccc1NC(=O)c1cccc(Cl)c1 | 1.3% | 0.9%
Cn1c(=O)c(C(=O)Nc2ncccc2O)c(O)c2ccccc21 | 4.5% | 2.6%
Cc1cc(N2C(=O)NC(=O)/C(=C\c3ccc(C(=O)O)cc3)C2=O)ccc1Br | -0.4% | 1.7%
COC(=O)c1cc2ccccc2c(=O)s1 | -3.2% | 6.3%
O=C(c1ccccc1C(=O)N1CCN(c2ccc(F)cc2)CC1)N1CCN(c2ccc(F)cc2)CC1 | 4.8% | 3.1%
O=C(OCC(=O)N1CCN(C(=O)c2ccco2)CC1)c1ccccc1C(=O)c1ccccc1 | 9.3% | -12.0%
COc1ccc(N2C(=O)/C(=C/c3ccc(-c4ccc(C(=O)O)cc4)o3)C(=O)NC2=S)cc1 | 2.8% | 3.8%
Cc1ccc(S(=O)(=O)Nc2ccc(S(=O)(=O)NC(C)(C)C)cc2)cc1 | 2.7% | .
N#CCCn1cc(C(CC(=O)c2ccccc2)C(=O)O)c2ccccc21 (stereo not given) | 2.0% | .
C=CCC1(C#N)C(=S)NC2=C(C(=O)CC(C)(C)C2)C1c1ccc(Br)cc1 (stereo not given) | 1.0% | 0.0%
Cc1cc(C)c(C=C2C(=O)c3ccccc3C2=O)cc1C | 11.8% | 1.5%
COc1cc(OC)c(Nc2cc(C)nc3nc(C)nn23)cc1Cl | 1.5% | -4.5%
O=C1CC(c2ccc(F)c(F)c2)c2cc(Br)c3ccccc3c2N1 (stereo not given) | 0.9% | 2.6%
CC(C)(C)NC(=O)c1ccc(-c2ccc(Br)cc2)o1 | -1.7% | 2.2%
O=C1NC(=O)N(c2ccc(Br)cc2)C(=O)/C1=C/c1ccco1 | 54.0%* | 46.2%
CC(=Nc1ccc(C)c(C)c1)C1=C(O)CCC1=O | -1.6% | 6.8%
O=[N+]([O-])c1cc(/C=N\Nc2nccs2)ccc1O | 13.9% | .
Cc1cccc(N2CCN(C(=O)CCn3c(=O)[nH]c4ccccc4c3=O)CC2)c1C | -2.8% | -5.7%
CCOC(=O)C1=C(C)N=c2s/c(=C\c3ccc4c(c3)OCO4)c(=O)n2C1c1ccc(OC(C)=O)cc1 (stereo not given) | -67.3% | -0.1%
COC(=O)C(NC(=O)c1ccccc1)=C(C)C | -1.3% | -2.4%
O=C(Nc1ccc(-c2nc3ccccc3c(=O)o2)cc1)c1cccc([N+](=O)[O-])c1 | 3.0% | 0.8%
COC(=O)c1cc(-c2ccc(OC)c(OC)c2)n[nH]1 | . | -0.9%
CCOC(=O)c1sc(NC(=O)c2c(-c3ccccc3)noc2C)c(C(=O)OCC)c1C | 0.5% | 3.5%
CCOC(=O)C1CCN(S(=O)(=O)Cc2ccccc2)C1=O (stereo not given) | -3.8% | -9.8%
O=C(/C=C/Nc1ccc(Cl)c([N+](=O)[O-])c1)c1ccccc1 | 4.1% | 2.0%
CCC(=O)c1cccc2c1N=CC1=C(CC(C)(C)CC1=O)N2 | 4.4% | -0.5%
COc1ccccc1CNC(=O)COC(=O)C1=COCCO1 | -0.1% | -12.9%
O=c1c2ccccc2c(/C=N/n2cnnc2)c(O)n1-c1ccccc1 | 12.7% | -4.1%
CCCCCN(C(=O)NC(=O)Nc1ccccc1OC)S(C)(=O)=O | 2.5% | 0.7%
COc1ccc(C2C(C#N)=C(N)Oc3c2sc2ccccc32)c2ccccc12 (stereo not given) | -2.2% | 10.7%
CCCn1c(C(O)c2ccc(OCC)cc2)nc2ccccc21 (stereo not given) | 0.2% | -2.5%
CC1=CC(=O)C=C(C)C1=NOS(=O)(=O)c1ccccc1 | 13.8% | .
Cc1ccc(Cl)cc1N1CCN(Cc2nnnn2C2CCCCC2)CC1 | . | 1.4%
O=c1[nH]cnc2nn(-c3ccccc3)nc12 | -6.1% | 6.1%
O=C(Cn1ccc2ccccc2c1=O)NCCC(=O)N1CCN(c2cccc(Cl)c2)CC1 | 0.3% | .
Cc1cc(C(F)(F)F)nn1CC(=O)Nc1ccccc1C(F)(F)F | 1.6% | 0.4%
COc1c(Cl)cc(C(=O)Nc2ccc(N3CCCCC3)cc2)cc1Cl | -4.8% | 2.3%
CC(C)CNC(=O)/C=C/c1ccccc1 | 1.3% | 3.2%
CCN(CC)CCn1c(=S)[nH]c2cc3c(cc2c1=O)OCO3 | -5.3% | 2.8%
COc1ccc(S(=O)(=O)N(C)CC(=O)NCc2cccnc2)cc1 | 2.4% | -5.9%
CC(C)NC(=O)Cn1cnc2c1c(=O)n(C)c(=O)n2C | -0.2% | -4.2%
CN(C(=O)NS(=O)(=O)c1ccccc1Cl)c1nc(OCC(F)(F)F)nc(OCC(F)(F)F)n1 | 0.4% | 0.5%
Cn1c(CSCc2ccc(Cl)cc2)nnc1SCC(=O)Nc1nccs1 | -1.3% | .
O=C(Nc1ccc(OC(F)(F)C(F)F)cc1)C(c1ccccc1)c1ccccc1 | 4.6% | 3.7%
Cc1c(NC(=O)CCCCCN2C(=O)C3C4C=CC(C4)C3C2=O)c(=O)n(-c2ccccc2)n1C (stereo not given) | -2.0% | 2.2%
Cc1ccc(-c2nc3ncccc3o2)cc1NC(=O)C1CCCCC1 | -3.3% | -1.5%
COc1cc(OC)cc(C(C)=O)c1 | 3.6% | -1.3%
CCCN(Cc1cc2cccc(C)c2[nH]c1=O)S(C)(=O)=O | 3.0% | .
COc1ccc(-c2cc(-c3cc(Cl)ccc3O)[nH]n2)cc1OC | -1.7% | 3.6%
CC(C(=O)c1ccccc1)n1c(N2CCOCC2)nc2c1c(=O)n(C)c(=O)n2C (stereo not given) | 1.4% | -5.9%
O=C(c1cc(-c2ccccc2Cl)nc2ccccc12)N1CCN(c2ccc(F)cc2)CC1 | -0.4% | 1.1%
CCOC(=O)CSc1nnc([C@H](Cc2ccccc2)NC(=O)OC(C)(C)C)o1 | 3.2% | -8.0%
COc1ccc(OC)c(S(=O)(=O)N2CCC(C(=O)Nc3cccc(C)c3)CC2)c1 | -0.2% | .

These rows are one share of the data (hit frequency here may not be typical).
